Screens as filed in PubChem BioAssay.
BCR signal inh = chronic active BCR signaling inhibition; 340,000 tested, 0.05% active; ABC-DLBCL IkBa-CBG/CBR reporter, luminescence ratio, 4 h; Potency, µM (highest dose often 46.1 µM), inactives show at the top dose ratio change, negative = lower green/red ratio, actives largely listed as inhibitors; active = well fitted inhibition curve with a large enough effect in the signal ratio, with a control signal flat, not every such curve was filed as active; inconclusive = small, poorly fitted or top-dose-only effect, or effect the other way, or a change in a side signal; the % refers to the signal ratio;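 note: potency is the fitted concentration of half-maximal effect; plate controls were basal doxycycline-induced cells for no effect and cells given 10 µM MG132 for full effect; MG132 reads +100%, hits lower the ratio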
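Compounds up to 46 uM were incubated four hours with TMD8 cells whose green CBG68 luciferase is fused to IkappaBalpha; red CBR luminescence normalised the signal, and concentration-effect curves were fitted to fusion, red and ratio data.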
TCR activator = activators of T cell receptors | primary human leukocytes, anti-CD3, IL-2 HTRF, 48 h | Potency, µM (series often up to 9.22 µM), without a hit: top-dose activation of IL-2 secretion, hits mostly activators | 330,000 tested, under 10 active; note: % of control where 0% means no effect
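Activity was scored as IL-2 release from primary human leukocytes given only a TCR signal (a-CD3 beads) plus compound for 48 hr. Detection used a two-antibody HTRF format read at 665nm.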
hERG WT inh = KCNH2 (human, wildtype) channel inhibition; 340,000 tested, 0.37% active; Q12809; U2OS, BacMam KCNH2, thallium flux FluxOr; hits give low values; activity change, % at 1.84 µM;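 active = maximum activity change below -70%; inconclusive = maximum activity change between -70% and -50%; inactive = maximum activity change above -50%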; note: % is set by controls: 0 for no effect and ±100 for the full control effect
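U2OS cells were transduced with wild-type KCNH2 virus (2.03 x 10^8 / mL) for 4 h at room temperature, then cultured overnight at 37 C. Thallium flux was read with FluxOr dye. Rate constants were normalized to DMSO controls.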
MLL CXXC-DNA inh = MLL CXXC-DNA interaction inhibition. MLL-CXXC / FITC-HOXA9 DNA fluorescence polarization. Potency, µM (top dose mostly 115 µM), inactives show at the top dose activity change, negative = inhibition, actives largely listed as inhibitors. 290,000 tested, 0.037% active. AID 2662; active = well fitted inhibition curve with a large enough effect in the polarisation, with a control signal flat, not every such curve was filed as active; inconclusive = small, poorly fitted or top-dose-only effect, or effect the other way, or a change in a side signal; inactive = no such curve, though single readings can be large or run the other way; the % refers to the polarisation; note: potency is the fitted concentration of half-maximal effect
Target sequence (Q03164 whole entry, looked up): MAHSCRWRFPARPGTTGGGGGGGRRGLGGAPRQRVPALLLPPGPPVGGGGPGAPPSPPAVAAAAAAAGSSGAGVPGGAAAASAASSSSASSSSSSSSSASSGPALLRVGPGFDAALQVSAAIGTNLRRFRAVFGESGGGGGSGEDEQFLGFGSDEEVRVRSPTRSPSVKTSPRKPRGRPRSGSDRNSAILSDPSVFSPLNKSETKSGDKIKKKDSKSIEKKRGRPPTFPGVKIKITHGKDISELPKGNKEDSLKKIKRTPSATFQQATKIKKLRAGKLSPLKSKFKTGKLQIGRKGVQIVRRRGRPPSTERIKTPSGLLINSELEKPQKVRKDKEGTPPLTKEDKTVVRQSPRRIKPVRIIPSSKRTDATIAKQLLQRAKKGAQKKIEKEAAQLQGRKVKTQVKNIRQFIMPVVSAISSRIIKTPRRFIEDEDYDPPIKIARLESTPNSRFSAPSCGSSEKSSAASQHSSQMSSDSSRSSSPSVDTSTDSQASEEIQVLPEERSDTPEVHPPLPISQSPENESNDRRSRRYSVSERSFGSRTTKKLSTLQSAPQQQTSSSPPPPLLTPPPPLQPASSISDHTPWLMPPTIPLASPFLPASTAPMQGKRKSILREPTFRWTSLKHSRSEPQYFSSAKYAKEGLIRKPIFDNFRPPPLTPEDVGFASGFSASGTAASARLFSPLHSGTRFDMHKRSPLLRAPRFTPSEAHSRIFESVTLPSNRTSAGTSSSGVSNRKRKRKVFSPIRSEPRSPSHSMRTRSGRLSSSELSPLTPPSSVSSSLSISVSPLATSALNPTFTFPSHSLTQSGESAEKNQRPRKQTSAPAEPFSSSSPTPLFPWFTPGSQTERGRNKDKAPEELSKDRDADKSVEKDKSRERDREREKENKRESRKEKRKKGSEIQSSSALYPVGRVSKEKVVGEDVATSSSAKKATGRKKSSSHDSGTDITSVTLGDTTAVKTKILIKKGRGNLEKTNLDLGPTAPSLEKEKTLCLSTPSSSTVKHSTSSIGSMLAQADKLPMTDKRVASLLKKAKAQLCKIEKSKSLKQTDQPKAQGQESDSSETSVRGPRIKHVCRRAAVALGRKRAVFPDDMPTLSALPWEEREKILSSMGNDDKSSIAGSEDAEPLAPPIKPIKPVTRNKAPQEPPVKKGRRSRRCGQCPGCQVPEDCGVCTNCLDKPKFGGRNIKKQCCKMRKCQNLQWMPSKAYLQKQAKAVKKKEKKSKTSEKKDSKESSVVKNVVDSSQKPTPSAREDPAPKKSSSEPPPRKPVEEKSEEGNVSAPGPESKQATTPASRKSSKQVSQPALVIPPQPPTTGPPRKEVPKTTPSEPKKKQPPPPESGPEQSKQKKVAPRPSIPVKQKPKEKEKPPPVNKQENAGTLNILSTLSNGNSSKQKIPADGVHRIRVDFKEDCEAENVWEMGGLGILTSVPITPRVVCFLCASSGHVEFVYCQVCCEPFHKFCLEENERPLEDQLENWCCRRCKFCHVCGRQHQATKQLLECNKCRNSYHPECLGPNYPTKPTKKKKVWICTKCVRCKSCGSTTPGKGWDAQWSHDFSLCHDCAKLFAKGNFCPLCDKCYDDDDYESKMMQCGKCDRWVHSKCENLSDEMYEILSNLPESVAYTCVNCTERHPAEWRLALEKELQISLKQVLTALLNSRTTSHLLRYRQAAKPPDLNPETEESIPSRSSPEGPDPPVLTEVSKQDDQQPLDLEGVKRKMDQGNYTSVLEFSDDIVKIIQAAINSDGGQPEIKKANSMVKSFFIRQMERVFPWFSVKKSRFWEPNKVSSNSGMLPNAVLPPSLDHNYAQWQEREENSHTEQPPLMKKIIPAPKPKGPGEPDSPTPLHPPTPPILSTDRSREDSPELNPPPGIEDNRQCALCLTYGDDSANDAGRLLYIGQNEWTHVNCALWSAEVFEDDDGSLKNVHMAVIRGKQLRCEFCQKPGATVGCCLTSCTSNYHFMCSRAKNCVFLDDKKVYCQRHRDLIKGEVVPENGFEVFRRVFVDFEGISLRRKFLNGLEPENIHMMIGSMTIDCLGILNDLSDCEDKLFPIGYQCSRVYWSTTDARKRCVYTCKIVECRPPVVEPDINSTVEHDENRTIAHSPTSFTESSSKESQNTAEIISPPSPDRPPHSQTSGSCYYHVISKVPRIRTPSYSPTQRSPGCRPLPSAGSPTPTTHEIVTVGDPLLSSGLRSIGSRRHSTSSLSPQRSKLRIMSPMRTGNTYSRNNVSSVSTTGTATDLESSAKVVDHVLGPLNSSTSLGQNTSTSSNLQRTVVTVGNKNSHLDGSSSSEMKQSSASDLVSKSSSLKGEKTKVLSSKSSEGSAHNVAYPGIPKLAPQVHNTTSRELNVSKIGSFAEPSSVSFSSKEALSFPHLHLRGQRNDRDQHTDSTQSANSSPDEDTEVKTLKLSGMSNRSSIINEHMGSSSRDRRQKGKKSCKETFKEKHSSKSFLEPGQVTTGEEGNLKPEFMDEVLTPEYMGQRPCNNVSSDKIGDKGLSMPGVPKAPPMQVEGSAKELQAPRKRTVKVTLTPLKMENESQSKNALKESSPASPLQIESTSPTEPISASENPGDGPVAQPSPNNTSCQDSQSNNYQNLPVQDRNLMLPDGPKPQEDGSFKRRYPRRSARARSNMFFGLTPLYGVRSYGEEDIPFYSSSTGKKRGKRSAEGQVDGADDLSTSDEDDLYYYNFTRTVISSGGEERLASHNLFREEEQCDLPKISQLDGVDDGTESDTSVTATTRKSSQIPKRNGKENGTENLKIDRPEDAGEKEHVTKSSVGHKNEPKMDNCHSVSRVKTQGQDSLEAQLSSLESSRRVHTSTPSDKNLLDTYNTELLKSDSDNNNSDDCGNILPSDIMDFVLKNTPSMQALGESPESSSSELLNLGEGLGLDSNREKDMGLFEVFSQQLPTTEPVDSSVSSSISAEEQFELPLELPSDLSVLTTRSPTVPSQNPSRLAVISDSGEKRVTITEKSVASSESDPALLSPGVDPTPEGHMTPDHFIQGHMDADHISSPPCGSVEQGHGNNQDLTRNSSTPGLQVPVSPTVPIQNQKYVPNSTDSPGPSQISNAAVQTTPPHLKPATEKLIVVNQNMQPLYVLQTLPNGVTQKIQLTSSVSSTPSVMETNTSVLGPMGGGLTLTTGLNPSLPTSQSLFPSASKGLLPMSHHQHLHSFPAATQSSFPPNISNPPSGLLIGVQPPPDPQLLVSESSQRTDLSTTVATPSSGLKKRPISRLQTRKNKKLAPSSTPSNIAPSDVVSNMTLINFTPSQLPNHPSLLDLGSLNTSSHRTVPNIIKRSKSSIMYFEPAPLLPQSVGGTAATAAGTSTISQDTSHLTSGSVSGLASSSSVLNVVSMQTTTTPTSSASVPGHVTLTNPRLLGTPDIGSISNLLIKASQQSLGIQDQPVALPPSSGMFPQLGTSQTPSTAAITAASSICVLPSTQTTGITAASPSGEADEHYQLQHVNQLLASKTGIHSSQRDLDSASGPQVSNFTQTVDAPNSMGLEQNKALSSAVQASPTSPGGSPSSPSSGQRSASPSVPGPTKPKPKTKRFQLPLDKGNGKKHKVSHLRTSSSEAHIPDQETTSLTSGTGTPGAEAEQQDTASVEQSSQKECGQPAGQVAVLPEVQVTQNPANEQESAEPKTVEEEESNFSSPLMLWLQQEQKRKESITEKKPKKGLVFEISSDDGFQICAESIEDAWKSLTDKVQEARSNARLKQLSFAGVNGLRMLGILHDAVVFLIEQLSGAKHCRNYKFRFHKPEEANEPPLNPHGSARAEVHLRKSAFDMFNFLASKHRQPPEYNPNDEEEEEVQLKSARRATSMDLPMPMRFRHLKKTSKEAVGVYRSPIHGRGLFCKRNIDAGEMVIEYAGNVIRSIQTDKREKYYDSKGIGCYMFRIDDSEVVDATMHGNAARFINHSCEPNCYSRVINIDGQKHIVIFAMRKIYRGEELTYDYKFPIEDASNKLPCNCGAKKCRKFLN
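Steps: dispense CXXC domain solution (7 uM) → pin compounds or unlabeled HOX-A9 DNA control → 5 min ambient → add FLSN-HOX-A9 solution (50 nM) → spin → 30 min ambient → fluorescence polarization. Tris pH 7.5/NaCl/DTT/BSA buffer.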
TSHR antag = blocks TSH signaling through the human TSH receptor; P16473; TSHR-expressing cells, TSH-stimulated cAMP HTRF, 2 h; hits give low values; 330,000 tested, 0.2% active; activity change, negative = inhibition, % at 11.5 µM;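 active = activity change below a set negative limit, meaning inhibition stronger than a set level, cut at about -70% in these data; inconclusive = activity change between two set negative limits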; note: % is set by controls: 0 for no effect and ±100 for the full control effect
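Inhibition of cAMP made by TSHR-expressing cells under TSH stimulation (4nM final, EC80; 2 h, 37 deg C) is quantified with a one-step lysis HTRF kit, anti-cAMP cryptate versus cAMP-d2.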
AT treatment = potential ataxia-telangiectasia treatments restoring KAP-1 phosphorylation | 320,000 tested, 0.19% active | Potency, µM (series often up to 57.5 µM), for inactives: top-dose activation, actives largely listed as activators | […] A-T fibroblasts, KAP-1 phosphorylation AlphaLISA; neocarzinostatin DNA damage 30 min before lysis; note: potency is the fitted concentration of half-maximal effect; % of control where 0% means no effect; nearly all actives have a fitted effect of over 45% in size
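ATM-like activity read as KAP-1 phosphorylation via AlphaLISA donor/acceptor antibody pairs after lysis and 6 hr at 25C. Cells were ATM-null patient fibroblasts ([…], hTERT), dosed 60 min, then exposed to the DSB inducer NCS for 30 min.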
Coupling enz = inhibits coupling enzyme system, counter-screen for aldolase hits. activity change, negative = inhibition, % at 58.2 µM, hits read low. 290,000 tested, 0.67% active. coupling enzyme system counterscreen, AmpLite Red fluorescence; in the data active = activity change below about -30%; note: % is set by controls: 0 for no effect and ±100 for the full control effect
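First, compound is pin-transferred into glyceraldehyde-3-phosphate coupling-enzyme reagent at 57.5 uM final and held 10 min at RT. Next, substrate, coupling system and AmpLite Red are added. After 20 min RT, fluorescence (525/598 nm) is read.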
GALK inhibitor = galactokinase (human) inhibition | AID 1868 | 270,000 tested, 0.007% active | Potency, µM (top dose mostly 57.5 µM), inactives show at the highest dose activity change, negative = inhibition, most hits filed as inhibitors | P51570 | Purified GALK, Kinase-Glo residual ATP luminescence; note: potency is the fitted concentration of half-maximal effect; % is set by controls: 0 for no effect and ±100 for the full control effect
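Kinase-Glo Plus luminescence measured ATP left after a 1 h room-temperature reaction. The reaction used 5 nM GALK, 100 uM galactose and 35 uM ATP at pH 8.0 (20 mM HEPES, 5 mM MgCl2, 60 mM NaCl, 1 mM DTT, 0.01% BSA).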
Tb PFK block = blocks T. brucei phosphofructokinase; 330,000 tested, 0.17% active; T. brucei PFK, ADP-Glo luminescence; Potency, µM (highest dose often 57.5 µM), for the others: at the highest dose activity, negative = inhibition, usual class: inhibitors; O15648;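 note: potency is the fitted concentration of half-maximal effect; 0% = uninhibited 1x PFK enzyme wells and -100% = no-enzyme wells; nearly all actives have a fitted effect of over 60% in size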
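In TEA buffer at pH 8.0 with 5 mM MgCl2, enzyme (1.25 nM) converted F6P (0.5 mM) and ATP (0.1 mM) for 45 min at room temperature. ADP product was read by luciferase luminescence.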
Giardia killer = kills Giardia lamblia; Giardia lamblia trophozoite viability; activity change, % at 7.66 µM, hits read low; 340,000 tested, 0.15% active; AID 540267; in the data active = activity change below about -80%; inconclusive = between about -30% and that limit;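 note: parasites exposed to compound for two days anaerobically before the ATP read; % is set by controls: 0 for no effect and ±100 for the full control effect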
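Killing of trophozoites was scored by loss of ATP luminescence after a 48 hrs anaerobic exposure to compounds at 37 deg C, using 100 cells per well.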
Active calls of the source: *; ? = inconclusive; nt = not tested or not shown; [ ] = dose if it differs, or a comment. Unless noted, calls come from the whole dose curve; as a rule, active = well fitted curve in the direction sought with a large enough effect; inconclusive = small, poorly fitted or top-dose-only effect, or another doubt; inactive = no such curve, though single readings can be large; an effect the other way counts as inactive or inconclusive.

SMILES	BCR signal inh	TCR activator	hERG WT inh	MLL CXXC-DNA inh	TSHR antag	AT treatment	Coupling enz	GALK inhibitor	Tb PFK block	Giardia killer
O=C(CNC(=O)c1ccc(F)cc1)Nc1ccccc1C(F)(F)F	1%	2%	-8	26%	7	-4%	-2	-4%	1%	-2
Clc1ccc(SCCN2CCNCC2)cc1	-6%	-2%	17	-17%	3	3%	1	4%	-21%	-7
CC1=NN(c2ccc(Cl)cc2)C(=O)/C1=C\c1cccn1-c1ccc(S(N)(=O)=O)cc1	9%	5%[46.1 µM]	6	-12%	-27	8%	2	nt	-6%	-6
CN(C)c1cccc(NC2=CC(=[N+]3CCOCC3)CC(C)(C)C2)c1	1%	5%	-23	4%	3	nt	-6	3%	2%	18
Cc1ccc(S(=O)(=O)CCC(=O)N(C)c2c(N)n(Cc3ccccc3)c(=O)[nH]c2=O)cc1	4%	2%	-7	nt	14	-1%	nt	nt	0%	23
CCN(CC)C1CC(=O)N(c2ccc(Br)cc2)C1=O (stereo not drawn)	-6%	-6%	7	-2%	0	-5%	-2	0%	-1%	14
CS(=O)(=O)N(CC(=O)N1CCCC1)c1cccc(Cl)c1Cl	-2%	3%	-21	11%	7	-2%	2	-1%	1%	-6
O=C(O)c1cccc(NS(=O)(=O)c2ccc(Cl)c(C(=O)O)c2)c1	0%	1%	-7	9%	-6	8%	12	2%	5%	-18
CC(O)/C=C/c1ccc2ccccc2n1 (stereo not drawn)	?	4%	-12	-1%	1	-3%	2	-1%	21%	-3
CN(C)c1ccncc1C(=O)Nc1ccc(F)cc1F	8%	3%	1	-4%	4	-6%	3	2%	-5%	16
O=C(O)C1CCC(Cn2c(SCc3cc(=O)n4ccccc4n3)nc3ccsc3c2=O)CC1 (stereo not drawn)	?	-5%	-15	25%	6	-1%	5	9%	1%	8
CC1CCc2c(sc3ncnc(SCC(=O)N4CCN(C(=O)c5ccco5)CC4)c23)C1 (stereo not drawn)	-1%	nt	nt	1%	-1	0%	2	6%	0%	nt
CCOC(=O)C1CCCN(C(=O)COc2ccc(C(=O)c3ccc(F)cc3)cc2)C1 (stereo not drawn)	-8%	-7%	-1	nt	nt	10%	nt	nt	-1%	13
CCCN1C(=O)c2cccc3c(N4CCCCC4)ccc(c23)C1=O	1%	-11%	-9	?	0	2%	3	0%	-3%	-15
Cc1cc(-c2ccccc2)nc(N2CCC(C(=O)NCc3ccccc3Cl)CC2)n1	0%	3%[46.1 µM]	nt	0%	4	7%	0	-2%	4%	nt
Nc1nc(CSc2ccccn2)nc(Nc2ccccc2)n1	-7%	nt	5	-6%	13	1%	0	1%	-9%	-11
O=C(Nc1ccc(OC(F)(F)F)cc1)c1ccc(-n2cncn2)nc1	0%	7%	1	-3%	-6	2%	2	2%	-6%	39[activator]
COCC(C)NC(=O)c1noc2c1CCc1cc(OC)ccc1-2 (stereo not drawn)	?	0%	-3	4%	-2	4%	-7	-2%	-4%	9
CC(OC(=O)CN1C(=O)NC2(CCCCC2C)C1=O)c1ccccc1 (stereo not drawn)	-2%	-3%	-13	nt	-5	3%	nt	nt	0%	-2
CCOC(=O)C1=C(C)N=C2c3ccccc3C(=O)C2C1c1ccccc1 (stereo not drawn)	5%	2%	-5	1%	3	3%	2	-4%	-1%	3
COC(=O)c1ccc(N=NN2CCCCCC2)cc1	?	0%	0	-5%	6	2%	2	nt	3%	-17
COc1cc2[nH]c(C(=O)N3CCN(C)CC3)cc2c(OC)c1OC	-2%	3%	-1	-10%	5	-5%	1	4%	2%	1
O=C(CN1CCCC1)Nc1ccccc1Cl	10%	1%	-10	5%	3	nt	2	2%	5%	-12
C[C@@H](NC(=O)c1[nH]cnc1C(=O)Nc1ccccc1)c1ccccc1	?	0%	-4	nt	-40	5%	nt	nt	-2%	-24
Cc1cccn2c(=O)c3cc(C(=O)NCC4CCCO4)c(=N)n(C4CCCCC4)c3nc12 (stereo not drawn)	11%	-6%	-8	16%	12	-7%	-1	8%	4%	13

Other compounds.
SMILES	BCR signal inh	TCR activator	hERG WT inh	MLL CXXC-DNA inh	TSHR antag	AT treatment	Coupling enz	GALK inhibitor	Tb PFK block	Giardia killer
CC(C)C(=O)NCC(c1ccc2c(c1)OCO2)N1CCOCC1 (stereo not drawn)	4%	2%	-24	4%	18	3%	0	0%	2%	9
CCCC(=O)N(c1ccc2oc(C)c(C(C)=O)c2c1)S(=O)(=O)c1ccc(C)c([N+](=O)[O-])c1	2%	0%	16	14%	10	-5%	-3	1%	-8%	2
COCC(C)NC(=S)NC(=O)c1cc(S(=O)(=O)N2CCOCC2)ccc1C (stereo not drawn)	0%	0%	2	-22%	6	2%	4	1%	0%	-16
CCOC(=O)C1=C(O)/C(=C\c2ccc(CNC(=O)C(=O)Nc3ccccc3)o2)N=C1C	-1%	4%	1	4%	7	3%	-28	-3%	-21%	3
O=C(COC(=O)c1ccc(N2CCCC2=O)cc1)c1ccc(OC(F)F)cc1	5%	8%	-14	2%	3	6%	1	5%	0%	11
O=C(Nc1ccc(NC(=O)c2ccccc2F)cn1)c1ccco1	?	3%	2	5%	2	-1%	-1	8%	0%	?
O=C(O)c1cc(-c2ccc(Cl)s2)nc2ccccc12	-1%	12%	16	0%	-7	-4%	5	5%	3%	-5
COC(=O)c1ccc(C(=O)OC)c(NC(=S)N2CCC(C)CC2)c1	?	9%	-2	5%	-2	18%	4	nt	0%	0
O=C(COC(=O)c1ccc2ncsc2c1)NCc1cccc(Cl)c1	-1%	0%	0	nt	-1	3%	nt	nt	-2%	18
Fc1ccc(-c2cc(C(F)(F)F)n3ncnc3n2)cc1	1%	3%	17	6%	-8	2%	2	-1%	9%	2
COc1cc(/C=C/C(=O)OCC(=O)NC(=O)C2COc3ccccc3O2)ccc1OC(F)F (stereo not drawn)	1%	1%[46.1 µM]	0	nt	-6	3%	nt	nt	-9%	7
CCCCCCOC(=O)CCc1c(C)nc(N)[nH]c1=O	3%	3%	-3	0%	0	-2%	4	-1%	0%	?
CC12CCC(C(=O)NNc3ccccc3)(OC1=O)C2(C)C (stereo not drawn)	-7%	-2%	-1	7%	-3	4%	0	0%	2%	15
Cc1ccc2cc(C#N)c(SCC(=O)N3CCCc4ccccc43)nc2c1C	-2%	7%	4	31%[activator]	-7	4%	1	1%	-3%	-1
O=C1CCN(CCc2ccccc2)CCN1[C@H](COc1ccccc1)c1ccccc1	?	-11%	-130*	11%	4	nt	-2	nt	0%	-15
CC(=O)Nc1ccc(NC(=O)CCCNC(=O)c2ccc(Cl)cc2)cc1	?	3%	-5	1%	11	-4%	0	5%	0%	0
CC(=O)N1CCOc2ccc(S(=O)(=O)NCCc3ccc(S(N)(=O)=O)cc3)cc21	-16%	-2%	-5	11%	-3	7%	nt	-2%	2%	-14
Cn1c(SCc2ccc(Br)cc2)nnc1-c1ccncc1	-1%	1%	1	0%	-3	0%	-1	-1%	-4%	22
O=c1c2ccccc2ccc2ccc(P(=O)(O)O)cc12	?	-2%	nt	nt	15	0%	nt	nt	15%	14
CCCOc1ccc(OC(=O)c2ccc(Br)o2)cc1	?	-1%	-1	121%[activator]	-19	12%	-4	0%	1%	0
O=C(Cn1nc(-c2ccccc2)c2ccccc2c1=O)Nc1cccnc1	-6%	nt	-3	13%	-3	4%	2	1%	4%	-2
Cc1ccc(CN=Cc2[nH]c3ccc(Br)c(Cl)c3c2O)cc1	0%	-6%	-5	7%	18	24%	-40*	3%	-11%	8
Cn1c(N)c(C(=O)COC(=O)/C=C/c2cccc(Cl)c2)c(=O)n(C)c1=O	-2%	-5%	11	nt	96	9%	nt	nt	-11%	7
Cc1ccc(O)c(C(=O)c2cc(C#N)c(=O)n(C(C)c3ccccc3)c2)c1 (stereo not drawn)	?	nt	-8	8%	15	5%	3	5%	11%	-7
CCSc1ncc(Cl)c(C(=O)Nc2cc(C)ccc2C)n1	4%	-3%	nt	1%	0	11%	0	0%	0%	-3
CCc1ccc(OCC(=O)Nc2ccc(-c3cc4ccccc4oc3=O)c(OC)c2)cc1	?	5%[46.1 µM]	0	11%	-41	9%	0	2%	1%	8
Cc1cc(N)n2ncc(-c3ccc(Cl)cc3)c2n1	?	-40%	-2	5%	-7	0%	1	0%	0%	15
S=c1[nH]nc(-c2ccccc2)n1/N=C/c1cccc(Br)c1	?	nt	-3	-9%	-11	-10%	12	4%	-5%	-10
O=C(CCn1cccc1)N1CCc2ccccc21	?	2%	-3	-3%	5	-16%	0	-3%	14%	-8

Entries of single compounds, quoted from the list. Order of values: BCR signal inh, TCR activator, hERG WT inh, MLL CXXC-DNA inh, TSHR antag, AT treatment, Coupling enz, GALK inhibitor, Tb PFK block, Giardia killer
Record of `CC(=O)Nc1ccc(NC(=O)CCCNC(=O)c2ccc(Cl)cc2)cc1` → ?, 3%, -5, 1%, 11, -4%, 0, 5%, 0%, 0
Record of `O=C(COC(=O)c1ccc2ncsc2c1)NCc1cccc(Cl)c1` → -1%, 0%, 0, nt, -1, 3%, nt, nt, -2%, 18

Rows are unselected, and some 1.6% of all compounds hit somewhere here.
